IMPase cell inh: membrane-permeable compound that blocks inositol monophosphatase; P97697; CHO-M1 cells, IP1 accumulation, HTRF TR-FRET ratio; inhibition (IP1 accumulation), % at 46.1 µM; 120,000 tested, under 10 active; AID 901; active means well fitted curve in the direction sought with a large enough effect in the signal ratio, not every such curve was filed as active; inconclusive means small, poorly fitted or top-dose-only effect, or a change in a side signal; inactive means no such curve, though single readings can be large or run the other way; the % refers to the signal ratio;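 further: cells stimulated with carbachol in lithium chloride buffer; plate controls were DMSO basal wells for no effect and reference inhibitor wells for full effect; higher means more IMPase inhibition seen as more IP1 and lower FRET ratio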
Target sequence (P97697 whole entry, looked up): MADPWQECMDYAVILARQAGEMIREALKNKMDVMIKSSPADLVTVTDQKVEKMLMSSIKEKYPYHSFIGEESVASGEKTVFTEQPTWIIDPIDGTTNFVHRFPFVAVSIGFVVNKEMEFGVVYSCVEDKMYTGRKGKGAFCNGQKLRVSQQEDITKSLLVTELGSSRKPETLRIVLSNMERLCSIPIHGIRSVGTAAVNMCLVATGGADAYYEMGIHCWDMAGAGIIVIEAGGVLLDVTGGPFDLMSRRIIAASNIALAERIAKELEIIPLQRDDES
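Seeded CHO-M1 cells were dosed with compound at up to 46 uM, stimulated with carbachol for 30 min, then lysed in IP-One detection reagents. Higher IP1 lowers the TR-FRET signal.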
PNC inhibitor: blocks assembly of the perinucleolar compartment; 3.1% of 140,000 active; activity change (PNC), negative = inhibition, % at 10 µM; PC3M PTB-GFP, PNC prevalence imaging, 16 h; hits give low values; AID 2417;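 active means readout at or below -70, meaning at least 70% loss of cells showing the perinucleolar compartment, a nuclear body marking cancer cells; inconclusive means readout between -30 and a set limit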;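 further: plate controls were DMSO wells for no effect and camptothecin positive control wells for full effect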
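Read-out is percentage of cells bearing a perinucleolar compartment, from automated 20x imaging of fixed, Hoechst-stained PC3M PTB-GFP cells. Cells were seeded 4 h, then exposed 16 h to compound (23 nl of library stock) in duplicate plates.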
15-hLO-2 inh: blocks human 15-lipoxygenase 2 activity; O15296; purified 15hLO-2, xylenol orange hydroperoxide absorbance; Potency, µM (series often up to 57.1 µM), inactives show at the top dose activity change, negative = inhibition, most hits filed as inhibitors; 0.56% of 110,000 active; AID 881; further: potency means the concentration at half of the fitted maximal effect; nearly all actives have a fitted effect of over 60% in size; many of its hits are not listed in these tables
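Screening format was qHTS against 50 nM purified 15hLO-2 in Hepes pH 7.5 with detergent. Activity follows hydroperoxide formation from 45 uM arachidonic acid, measured as 573:405 nm absorbance ratio of the ferric-xylenol orange complex.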
12-hLO inh: inhibitors of human 12-lipoxygenase (ALOX12). 0.12% of 150,000 active. P18054. AID 1452. Potency, µM (top dose mostly 57.1 µM), without a hit: top-dose activity change, negative = inhibition, hits mostly inhibitors. purified 12-hLO, xylenol orange hydroperoxide absorbance; further: potency means the concentration at half of the fitted maximal effect; nearly all actives have a fitted effect of over 55% in size; many of its hits are not listed in these tables
Target sequence (P18054 whole entry, looked up): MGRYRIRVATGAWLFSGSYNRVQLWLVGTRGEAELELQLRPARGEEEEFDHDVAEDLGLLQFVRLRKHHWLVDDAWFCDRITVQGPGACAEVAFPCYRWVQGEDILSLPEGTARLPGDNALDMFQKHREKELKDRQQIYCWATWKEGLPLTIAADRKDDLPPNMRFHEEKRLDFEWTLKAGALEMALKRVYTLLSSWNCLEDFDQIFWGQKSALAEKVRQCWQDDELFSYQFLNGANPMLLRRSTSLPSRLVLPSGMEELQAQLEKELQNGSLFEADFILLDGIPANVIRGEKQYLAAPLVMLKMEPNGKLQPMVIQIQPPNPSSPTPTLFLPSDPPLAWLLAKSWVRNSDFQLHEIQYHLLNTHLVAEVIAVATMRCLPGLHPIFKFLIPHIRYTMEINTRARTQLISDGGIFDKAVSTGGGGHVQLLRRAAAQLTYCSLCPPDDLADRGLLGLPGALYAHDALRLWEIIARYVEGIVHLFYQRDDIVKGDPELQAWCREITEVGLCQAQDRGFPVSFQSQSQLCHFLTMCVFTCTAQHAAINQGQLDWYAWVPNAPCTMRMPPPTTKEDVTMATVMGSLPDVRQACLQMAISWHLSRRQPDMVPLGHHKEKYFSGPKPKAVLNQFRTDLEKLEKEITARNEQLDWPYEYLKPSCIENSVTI
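Hydroperoxide formation by human 12-lipoxygenase from 40 uM arachidonic acid was followed colorimetrically via ferric-xylenol orange complex, using the 573/405 nm absorbance ratio. Enzyme concentration was 150 nM, with 30 min reaction at room temperature.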
* hit, by the source's call; ? = inconclusive; nt = no result given; [ ] = another dose, or the depositor's remark. Unless noted, the call rests on the fitted dose curve; in most records, active means well fitted curve in the direction sought with a large enough effect; inconclusive means small, poorly fitted or top-dose-only effect, or another doubt; inactive means no such curve, though single readings can be large; an effect the other way counts as inactive or inconclusive. Unless noted, on the % scale 0 is the no-effect control and ±100 the full control effect. The list is partial; rates above refer to the full screens.

Sequence of screens: IMPase cell inh | PNC inhibitor | 15-hLO-2 inh | 12-hLO inh
Cc1ccc2c(c1)NC(=O)C(CC(=O)NCCCN1CCN(c3cc(C)ccc3C)CC1)O2 (centres undefined)
 : 10 | 11 | 6% | 2%
COc1cc(-c2ccc(NC(=O)CN3CCC(C)CC3)c(OC)c2)ccc1NC(=O)CN1CCC(C)CC1
 : 14 | 13 | 12% | 0%
COC(=O)CNC(=O)c1cn(CC(C)C)c(=O)c2cc(OC)c(OC)cc12
 : -1 | 18 | -6% | -1%
COc1cccc(C(=O)Oc2cccc(N3C(=O)C4C5CC(C(Br)C5Br)C4C3=O)c2)c1 (centres undefined)
 : -1 | 3 | 2% | -2%
CC(=O)c1ccc(Cc2ncc(C(F)(F)F)cc2Cl)s1
 : -4[1.84 µM] | ? | -14%[11.4 µM] | 11%
CCOC(=O)N1CCC(NC(=O)COc2cc(=O)n(C)c3ccccc23)CC1
 : 2 | 3 | 2% | 2%
O=C(CSc1nc2ccccc2s1)N1N=C(c2cccs2)CC1c1ccc(F)cc1 (centres undefined)
 : 7 | ? | nt | -4%
Cc1cc(NCCCN2CCOCC2)n2ncc(-c3ccc(Cl)cc3)c2n1
 : -7 | ? | 38%[activator] | 7%
CSc1nc(-c2ccco2)nn1C(=O)c1ccco1
 : -11 | 7 | nt | 3%
O=C(CCCCCNC(=O)c1ccccc1)N/N=C/c1ccc(O)cc1O
 : -2 | ? | nt | -1%
O=C(CCN1CCCCCC1)Nc1ccc(F)c(F)c1
 : 0 | ? | 7% | 1%
CSc1nc(C)cc(OCC(=O)N2CCOCC2)n1
 : 2 | -12 | 2% | 0%
CN(C)c1ncc(S(=O)(=O)c2ccc(Cl)cc2)c(-c2ccc(Cl)cc2Cl)n1
 : 13 | 61 | -1% | -11%
Cc1ccc(NC(=O)C(Nc2ccccc2)c2ccccc2)cc1 (centres undefined)
 : nt | -25 | nt | -2%
c1ccc2[nH]c(CN3CCCCC3)nc2c1
 : 1 | 11 | 27% | 2%
CCC(=O)O[C@H](CC(=O)O)C[N+](C)(C)C
 : 0 | nt | 8% | -1%
CCCCOCCCNC(=O)c1ccc(NC(C)=O)cc1
 : -6 | -1 | -6% | 7%
CCc1nnc(NC(=O)CCC(=O)N2CCN(Cc3cc(F)ccc3OC)CC2)s1
 : -2 | -5 | -7% | 0%
COc1ccc(CSc2nncn2N)cc1Br
 : 1 | 34 | -5% | -11%
CCc1ccc(OCC2c3cc(OC)c(OC)cc3CCN2C(=S)NCCOC)cc1 (centres undefined)
 : nt | 34 | nt | -5%
O=C(CSc1nc2ccccc2[nH]1)NC1CCCc2ccccc21 (centres undefined)
 : 0 | ? | nt | 0%
Cc1ccnc(SCCn2c(N3CCCCC3)nc3c2c(=O)[nH]c(=O)n3C)n1
 : 6 | -7 | 4% | -8%
CCOC(=O)C1CCN(C(=O)CCNC(=O)Cn2ccc3ccccc3c2=O)CC1
 : 3 | -29 | -5% | 0%
NC(=O)c1cccnc1Nc1cccc(F)c1
 : nt | 26 | nt | -1%
COc1ccc(-c2nc(CSCC(=O)N3CCN(C(=O)c4ccco4)CC3)c(C)o2)cc1OC
 : 4 | ? | 2% | -3%
CC(=O)N1CCC2(CC1)CCN(C(=O)Nc1cccc(C#N)c1)CC2
 : nt | nt | 3% | 3%
COc1cc(C(CCN2CCOCC2)c2c(OC)cc(OC)c3c(-c4ccccc4)cc(=O)oc23)cc(OC)c1OC (centres undefined)
 : nt | nt | 63%[activator][0.0915 µM] | -1%[0.00818 µM]
O=C(Nc1cc(S(=O)(=O)N2CCCC2)ccc1OCC(F)(F)F)c1ccc(F)cc1
 : nt | 27 | nt | 4%
CCc1ccc(N(CC(=O)Nc2sc3c(c2C(=O)OC)CCCC3)S(C)(=O)=O)cc1
 : nt | -13 | nt | 2%
CCn1c(=O)n(CC)c2cc([N+](=O)[O-])ccc21
 : 4 | 34 | -9% | 4%
Cc1c(C(=O)NCCCN2CCCC2=O)oc2ccccc12
 : 11 | 44 | 6% | -2%
CCN(C(=O)COC(=O)c1n[nH]c2ccccc12)C1CCS(=O)(=O)C1 (centres undefined)
 : nt | 33 | nt | -1%
CCC(=O)N(Cc1ccco1)c1nc(C(=O)Nc2ccc(Cl)cc2)c(C)s1
 : 14 | 29 | nt | -2%
C=CCN1C(=O)C(Cc2ccc(OCC)cc2)SC1=Nc1ccc(C(=O)O)cc1 (centres undefined)
 : nt | ? | nt | 3%
O=C(Nc1ccc(N=Nc2ccccc2)cc1)c1ccc(Cl)cc1Cl
 : -1 | 7 | nt | 4%
COc1ccccc1-c1c(NC(=O)c2ccco2)n(-c2ccccc2)nc(C)c1=O
 : 4 | 27 | -2% | -1%
O=C(CSc1nnc(Cn2c(=O)sc3ccccc32)n1-c1ccccc1)Nc1nccs1
 : 0 | 42 | nt | 0%
O=C(O)CSc1nnc(-c2ccncc2)n1-c1ccc(Cl)cc1
 : 1 | 7 | 0% | 9%
Cc1ccc(C)c(NC(=O)Cc2coc3cc4c(cc23)CCC4)c1
 : -6 | -15 | nt | 1%
CC1CCN(c2nc(NCc3ccco3)nc(N)c2[N+](=O)[O-])CC1
 : nt | -20 | nt | -4%
CC(C)(C)c1ccc(C(=O)N2CCNCC2)cc1
 : 7 | 20 | 10% | 2%
Clc1ccccc1CSc1cc2c(nn1)-c1ccccc1CC2
 : 8 | 32 | 23% | -2%
CCOC(=O)c1nn(-c2ccc(F)cc2)c2c1CC/C2=C/c1ccccc1
 : 0 | 10 | nt | -1%
COc1ccccc1C1CC(=O)Nc2c1c(=O)n(C)c(=O)n2C (centres undefined)
 : 0 | 20 | 4% | 7%
Cn1c(=O)c2nc(NCc3ccccc3)cnc2n(C)c1=O
 : 5 | ? | -9% | -1%
CC(=O)Nc1nc(COc2ccc3ccccc3c2)cs1
 : 6 | 13 | 12% | -2%
Cc1cc(C(F)(F)F)nn1Cc1n[nH]c(=S)n1-c1cccc(Cl)c1
 : -9 | ? | -20% | -6%
CC(C)(CO)Nc1nc(N2CCCC2)nc(N2CCCC2)n1
 : 12 | ? | nt | -2%
CCC1(CC)Cc2ccccc2C(C2=C(O)CC(C)(C)CC2=O)=N1
 : nt | 37 | nt | 2%
CCOC(=O)CC(=O)c1cc(OC)c(OC)c(OC)c1
 : 2 | -7 | -3% | 3%
O=C(OCC(=O)N1CCOCC1)c1ccc2c(c1)OCCO2
 : 4 | 16 | 3% | -1%
COC(=O)c1cccc(C23CC4(C2)[C@H](CN(Cc2cccnc2)[C@@H]4c2ccccc2)C3c2ccccc2)c1 (some centres undefined)
 : nt | nt | 29% | -1%
CCOc1ccc(-n2c(SCC(=O)Nc3ccc(OC)cc3)nc3c(c2=O)SCC3)cc1
 : 7 | 54 | ? | 0%
C=CCNC(=O)CN(c1ccc(F)c(Cl)c1)S(C)(=O)=O
 : 13 | ? | 4% | 5%
O=C(Cn1ncc2c(=O)oc3ccccc3c21)NCCN1CCN(c2ccccc2F)CC1
 : -3 | 13 | nt | 2%
O=C(Nc1ccccc1)N1CC[C@@]2(CCCN(C(=O)c3ccco3)C2)C1
 : nt | nt | 6% | -1%
CC(=O)C1=C(c2ccccc2)OC(N)=C(C#N)C1c1ccccc1F (centres undefined)
 : -16 | ? | nt | -3%
COC(=O)C1C(=O)c2c([nH]c(C(=O)OC3CCCCCC3)c2C)CC1C (centres undefined)
 : -5 | -6 | -2% | -1%
O=C(c1ccc(S(=O)(=O)N2CCCCC2)cc1)N1CCN(c2ccccc2F)CC1
 : nt | -4 | nt | -3%
Cc1ccc(S(=O)(=O)N(CC(=O)N=Nc2c(O)[nH]c3ccccc23)c2ccc(C)c(C)c2)cc1
 : nt | 6 | nt | 0%

(next part)
Sequence of screens: IMPase cell inh | PNC inhibitor | 15-hLO-2 inh | 12-hLO inh
OC(CN1CCN(Cc2ccc3c(c2)OCO3)CC1)c1c[nH]c2ccccc12 (centres undefined)
 : 2 | 34 | 8% | 1%
O=C(NCc1ccco1)c1ccccc1F
 : -3 | ? | -3% | -3%
COc1ccccc1N1CCN(C(c2cc3cc(C)ccc3[nH]c2=O)c2nnnn2C2CCCC2)CC1 (centres undefined)
 : -5 | ? | -10% | -10%
CC1(C)CC2CC(C)(CN2C(=O)Cc2ccccc2)C1 (centres undefined)
 : 11 | -25 | nt | 1%
Fc1ccccc1Nc1nc(-c2ccncc2)nc2ccccc12
 : nt | 0 | nt | -1%
O=C(NNc1c(Cl)cc(Cl)cc1Cl)c1cccc([N+](=O)[O-])c1
 : nt | 33 | nt | -3%
Cc1ccc(N=CC2=C(O)CC(C)(C)CC2=O)nc1
 : -3 | 10 | 0% | -11%
CCN(CC)S(=O)(=O)c1cccc(C(=O)N[C@H](C(=O)OCC(N)=O)C(C)C)c1
 : 4 | -21 | 2% | 5%
COCCn1nnnc1C(c1cc2ccc(OC)cc2[nH]c1=O)N1CCN(C2CCCCC2)CC1 (centres undefined)
 : 4 | 37 | 10% | -19%
C=CCC(=O)OCCCCCCOc1ccc(C(=O)O)cc1
 : ? | 43 | -1% | 0%
COc1ccc(NC(=O)CSc2nc(O)cc(=O)n2C)cc1
 : -3 | 6 | -5% | -6%
COC(=O)N/N=C\c1cc(Br)ccc1OCc1ccccc1
 : nt | -15 | nt | -1%
Cn1c(=O)oc2cc(S(=O)(=O)Nc3cccc(C(=O)O)c3)ccc21
 : -9 | -21 | 0% | -2%
CC(C)c1ccc(N2CCN(C(=O)c3ccccc3NC(=O)/C=C(\C(=O)O)c3ccccc3)CC2)cc1
 : -1 | 12 | -28% | -25%
Cn1c(-c2ccc(C(C)(C)C)cc2)n[nH]c1=S
 : 13 | -13 | -5% | -9%
Cc1ccc(C)c(N(C(=O)Cn2nnc(-c3cccs3)n2)C(C(=O)NC2CC2)c2ccc(C)o2)c1 (centres undefined)
 : 9 | ? | 6% | -5%
Cn1ncc(Br)c1C(=O)NC(=S)N1CCN(c2ccccn2)CC1
 : nt | 25 | nt | -1%
CC1=C(C(=O)OC2CCCCC2)C(c2ccco2)n2ncnc2N1 (centres undefined)
 : 3 | 48 | 18% | 3%
CCOC(=O)CSc1ccc(-c2nc3cc(C)c(C)cc3[nH]2)cn1
 : -6 | 8 | 35%[activator] | 3%
CN(C)c1nc(Oc2ccc(/C=N/O)cc2)nc(N(C)C)n1
 : 4 | 31 | -2% | -9%
C=CCNc1nc(N)c(C(=C(C#N)C#N)c2ccccc2)s1
 : -26 | 10 | -16% | -9%
COc1ccc(-c2nnnn2-c2ccccc2OC)cc1
 : 15 | 56 | nt | -5%
Cc1ccc(N=Cc2c(O)n(-c3nccs3)c(=O)c3ccccc23)cc1
 : -2 | ? | nt | 6%
CCc1ccc(NC(=O)c2ccc(Cn3cc([N+](=O)[O-])cn3)cc2)cc1
 : nt | ? | nt | 0%
Cc1cccc2cc(C#N)c(NCCNS(=O)(=O)c3ccc4c(c3)OCCO4)nc12
 : 2 | 3 | -12% | -7%
COc1cc(O)c(C(=O)c2ccccc2)cc1S(=O)(=O)O
 : nt | nt | -4%[0.0915 µM] | -2%[0.00818 µM]
CCCCNC(=O)Nc1cnn(CC)c1C(N)=O
 : -6 | -12 | 5% | 4%
O=c1oc2ccccc2c(NCCc2ccccc2)c1[N+](=O)[O-]
 : nt | 43 | nt | -5%
c1cc2ccc3ccc(CN4CCOCC4)c4ccc(c1)c2c34
 : -6 | 4 | 50%[activator] | 2%
Cc1cnc(C(=O)OCC(=O)Nc2ccc(Cl)cc2)cn1
 : -1 | -17 | 1% | -2%
NS(=O)(=O)c1cccnc1Nc1ccc(Cl)c(Cl)c1
 : 6 | -14 | 7% | -6%
N/C(=N\c1nc2c(c(=O)[nH]1)CCC2)Nc1ccccc1
 : nt | 17 | nt | 0%
